Screening data deposited in PubChem by The Scripps Research Institute Molecular Screening Center.
PAFAH2 inh: PAFAH2 (human) inhibition | recombinant PAFAH2, FP-rhodamine activity probe, fluorescence polarization | inhibition, % at 3.39 µM | actives 0.99% (n = 340,000) | AID 492956;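 active = inhibition above the mean over all tested compounds plus 3 SD, cut at about 30% in these data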;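 also: inhibitors block probe labeling of enzyme so polarization drops; 0% = enzyme with DMSO and 100% = wells lacking PAFAH2 protein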
PAFAH1B3 inh: PAFAH1B3 (human) inhibition | Q15102 | recombinant PAFAH1B3, FP-rhodamine probe, fluorescence polarization | inhibition, % at 3.39 µM | actives 0.28% (n = 340,000);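 active = inhibition above the screen-wide average of all tested compounds plus 3 SD, cut at about 25% in these data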;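 also: 0% = enzyme with DMSO only and 100% = wells lacking PAFAH1B3 protein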
PAD4 inh: inhibitors of human PAD4. Q9UM07. recombinant PAD4, RCA probe fluorescence polarization. inhibition, % at 6.36 µM. actives 0.41% (n = 330,000). AID 485272;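 active = percent inhibition above a cutoff equal to the mean of all tested compounds plus 3 SD, cut at about 15% in these data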;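 also: 0% = PAD4 with RCA probe and DMSO and 100% = probe without PAD4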
Target sequence (Q9UM07 whole entry, looked up): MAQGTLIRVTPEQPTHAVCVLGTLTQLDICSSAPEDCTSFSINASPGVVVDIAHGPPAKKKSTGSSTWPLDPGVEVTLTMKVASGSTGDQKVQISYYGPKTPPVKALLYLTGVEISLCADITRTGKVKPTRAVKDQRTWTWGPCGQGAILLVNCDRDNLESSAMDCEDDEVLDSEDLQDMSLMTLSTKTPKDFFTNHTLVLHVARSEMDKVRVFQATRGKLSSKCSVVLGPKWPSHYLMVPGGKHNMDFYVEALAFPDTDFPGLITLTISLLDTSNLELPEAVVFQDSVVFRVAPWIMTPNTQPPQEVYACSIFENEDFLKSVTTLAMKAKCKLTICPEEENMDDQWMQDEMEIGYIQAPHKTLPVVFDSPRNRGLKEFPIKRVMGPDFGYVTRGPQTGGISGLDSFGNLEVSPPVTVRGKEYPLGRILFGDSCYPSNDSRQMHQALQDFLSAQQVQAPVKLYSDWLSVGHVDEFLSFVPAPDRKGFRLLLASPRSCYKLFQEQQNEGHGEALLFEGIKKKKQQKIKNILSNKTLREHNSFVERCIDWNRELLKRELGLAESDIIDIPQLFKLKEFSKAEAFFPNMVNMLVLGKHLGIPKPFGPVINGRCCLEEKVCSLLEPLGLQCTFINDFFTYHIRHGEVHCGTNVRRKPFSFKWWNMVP
PAFAH1B2 FP inh: PAFAH1B2 (human) inhibition. P68402. recombinant PAFAH1B2, FP-rhodamine activity probe, fluorescence polarization. inhibition, % at 3.39 µM. actives 1.2% (n = 340,000). AID 492953;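 active = inhibition above the mean of all tested compounds plus 3 SD, cut at about 24% in these data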;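 also: 0% = enzyme with DMSO and 100% = wells lacking PAFAH1B2; many of its hits are not listed in these tables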
Fam108B counter: counter-screen for RBBP9 inhibitors: inhibitors of mouse Fam108B | inhibition, % at 9.51 µM | AID 1947 | recombinant Fam108B, FP-Rh probe fluorescence polarization | actives 0.33% (n = 300,000);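 active = inhibition above the screen mean inhibition plus 3 SD, computed separately per campaign, cut at about 18% in these data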;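 also: inhibitors lower polarization as less probe binds the enzyme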
GSTO1 counter: blocks human GSTO1 in RBBP9 counter-screen | P78417 | recombinant GSTO1, activity-based probe fluorescence polarization | inhibition, % at 5.96 µM | actives 1.1% (n = 300,000);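 active = inhibition above the campaign mean inhibition plus 3 SD, cut at about 35% in these data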;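 also: 0% = GSTO1-1 with DMSO and 100% = wells lacking GSTO1-1 enzyme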
Target sequence (P78417 whole entry, looked up): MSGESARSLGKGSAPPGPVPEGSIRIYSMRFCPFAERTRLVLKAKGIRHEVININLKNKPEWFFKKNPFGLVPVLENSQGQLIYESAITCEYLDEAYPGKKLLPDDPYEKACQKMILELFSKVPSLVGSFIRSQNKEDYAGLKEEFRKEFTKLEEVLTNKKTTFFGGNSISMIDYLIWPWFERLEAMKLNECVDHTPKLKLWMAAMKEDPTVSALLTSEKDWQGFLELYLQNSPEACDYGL
LYPLA1 inh: blocks human lysophospholipase 1, a PME1 counter-screen; O75608; recombinant LYPLA1, FP-Rh probe fluorescence polarization; inhibition, % at 5.9 µM; actives 0.16% (n = 320,000); AID 2174;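 active = inhibition above the mean of all tested compounds plus 3 SD, set per campaign, cut at about 14% in these data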;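 also: inhibitors block serine hydrolase probe labeling of LYPLA1 so polarization falls; 0% = enzyme with DMSO and 100% = wells lacking LYPLA1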
pPAFAH inh: inhibitors of human plasma PAF acetylhydrolase (pPAFAH). recombinant pPAFAH, FP-rhodamine probe fluorescence polarization. actives 1.5% (n = 330,000). inhibition, % at 3.39 µM. AID 463082. Q13093;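 active = inhibition above the mean inhibition across the screen plus 3 SD, cut at about 25% in these data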;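 also: inhibitors block binding of the rhodamine activity-based probe so polarization drops; 0% = enzyme with DMSO and 100% = wells lacking pPAFAH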
PME-1 inh: blocks human protein phosphatase methylesterase 1; inhibition, % at 5.9 µM; Q9Y570; recombinant PME-1, FP-Rh probe fluorescence polarization; actives 0.53% (n = 320,000);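 active = inhibition above the campaign mean of all compounds plus 3 SD, cut at about 26% in these data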;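 also: competitive labeling of PME-1 active site by serine hydrolase directed probe; 0% = PME-1 with DMSO and 100% = wells lacking PME-1 enzyme; inhibitors block probe labeling so polarization falls and inhibition rises; many of its hits are not listed in these tables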
* hit, by the source's call; x = no result given. The list is partial; the hit share may differ from the screen's.

cpd	SMILES	PAD4 inh	Fam108B counter	LYPLA1 inh	PAFAH2 inh	PME-1 inh	GSTO1 counter	PAFAH1B2 FP inh	PAFAH1B3 inh	pPAFAH inh
1	O=C(CN1CCN(S(=O)(=O)c2ccc(Br)cc2)CC1)c1ccc(O)c(O)c1	0	-3	0	14	3	26	29*	1	11
2	COCCNC(=O)C(OC(=O)CC1Sc2ccccc2NC1=O)c1ccncc1 (centres undefined)	0	-1	-1	-10	-1	-3	-2	-4	7
3	CN=C1SC(CC(=O)Nc2sc3c(c2C#N)CCCC3)C(=O)N1C (centres undefined)	-4	-1	2	0	-6	-6	-1	4	-13
4	O=C(CCc1c[nH]c2ccccc12)OCC(=O)N1CCN(S(=O)(=O)c2ccccc2)CC1	1	1	2	-4	6	-1	6	0	5
5	Cc1cccc(OCCCCc2c(C)n[nH]c2C)c1	-3	-1	-1	1	-3	-3	1	9	10
6	CC1CCCC(C)N1/N=C/c1ccccc1OC(F)F (centres undefined)	1	-1	-1	0	6	0	-2	10	1
7	CC1CC(=S)Nc2ccccc2N1Cc1ccccc1 (centres undefined)	-6	-1	-6	-2	0	4	7	-6	3
8	CC(C(=O)N1CCc2ccccc2C1)N1C(=O)c2ccccc2C1=O (centres undefined)	3	0	4	-14	2	0	4	1	4
9	COc1cccc2cc(C(=O)N3CCN(C(=O)c4ccco4)CC3)c(=O)oc12	-6	1	-2	-6	-1	3	2	3	4
10	COc1cc(NC(=O)c2cccc(Br)c2)nc(OC)n1	-7	-3	-4	-5	-3	1	5	5	-1
11	CC(=O)OCC(=O)[C@H]1CC[C@H]2[C@@H]3CCC4=CC(=O)CC[C@]4(C)[C@H]3CC[C@]12C	1	0	-1	1	-5	3	5	12	-2
12	CCN1CCN(CCCNC(=O)c2ccc3c(Cl)c4c(nc3c2)CCCC4)CC1	-6	-2	-1	-4	-8	-5	6	1	5

(listing goes on)
cpd	SMILES	PAD4 inh	Fam108B counter	LYPLA1 inh	PAFAH2 inh	PME-1 inh	GSTO1 counter	PAFAH1B2 FP inh	PAFAH1B3 inh	pPAFAH inh
13	O=C1CSC(=S)N1c1cccc(Br)c1	-36	-15	-3	-9	-9	-9	-1	1	3
14	Cc1nc(N)sc1N=Nc1ccc(F)cc1	-2	-2	-1	3	2	-7	6	3	0
15	O=C(N(c1ccccc1)c1ccccc1)n1ccnc1	-2	-1	-1	0	-1	8	13	4	1
16	COc1ccc(S(=O)(=O)N2CCc3ccccc32)cc1C(=O)Nc1ccc(NC(C)=O)cc1	-4	x	x	-6	x	x	8	4	7
17	COc1ccc(-c2cn(-c3ccc(Cl)cc3)c3[n+]2CCCCC3)cc1	-4	3	1	-5	6	9	8	2	3
18	O=C(C1CCC1)N1CCN(c2cccc(C(F)(F)F)c2)CC1	2	-1	-2	-4	2	-2	1	2	8
19	CC(NC(=O)c1cc(COc2ccccc2)on1)c1nccs1 (centres undefined)	5	-5	-2	5	-3	1	2	10	7
20	COC(=O)Nc1sc(C(=O)N(C)C)c(C)c1C(=O)OC	0	1	-2	-4	-1	7	3	7	-4
21	COc1ccc(NC(=O)CN(C)C(=O)CNC(=O)Cc2cccc3ccccc23)cc1	1	1	-1	7	1	-2	2	-1	6
22	Cc1ccc(NC(=O)COC(=O)c2cccnc2)cc1	4	1	3	11	2	0	-1	1	-1
23	COc1ccc(C(CNC(=O)c2ccc(S(=O)(=O)N(C)C)cc2)N(C)C)cc1 (centres undefined)	-3	3	-1	0	-1	-4	2	0	-4
24	N#C/C(=C\C1=C(N2CCOCC2)C(=C/c2cccc([N+](=O)[O-])c2)/CC1)C(=O)Nc1ccccc1F	-10	-18	-16	-23	-20	-41	-68	-74	-2

Further records
cpd	SMILES	PAD4 inh	Fam108B counter	LYPLA1 inh	PAFAH2 inh	PME-1 inh	GSTO1 counter	PAFAH1B2 FP inh	PAFAH1B3 inh	pPAFAH inh
25	CC(C(=O)Nc1ccc(F)c(F)c1F)N(C)CCOc1ccccc1 (centres undefined)	0	-8	0	3	1	1	6	6	7
26	O=C(Oc1c(-c2ccccc2)c(=O)n2c3c(cccc13)CC2)c1ccc(F)cc1	-7	1	2	0	1	-4	-1	6	-4
27	Cc1ccc(C(C(=O)NC2CCCC2)N(C(=O)c2csnn2)c2ccccc2)o1 (centres undefined)	0	-3	-1	-1	1	9	5	5	2
28	Cc1c(CCC(=O)O)c(=O)oc2cc(OCc3cccc(Cl)c3)ccc12	-3	-4	-8	0	-2	-2	4	-2	12
29	Cc1cc(Oc2ccc(=O)n(C)n2)nc(=S)[nH]1	-2	-3	-2	x	3	0	x	x	1
30	Cc1cc(C)nc(N(C#N)S(=O)(=O)c2ccccc2Cl)n1	1	5	0	1	2	3	6	8	0
31	Cc1onc(-c2ccccc2)c1C(=O)NNC(=S)NC(=O)/C=C/c1ccccc1	1	1	0	5	-15	-2	7	5	11
32	COc1ccc(OC)c(NC(=O)CSc2nnc(C3CCCCC3)n2-c2ccccc2)c1	-1	1	-2	3	-3	6	14	-1	20
33	CN1CCc2c(sc(/N=C/c3ccco3)c2C(N)=O)C1	0	3	2	2	-7	0	3	2	9
34	Cc1cccc(-c2ocnc2C(=O)Nc2ccccc2C(=O)N2CCCC2)c1	13	0	-6	-9	-5	-4	5	-4	6
35	COc1ccc(S(=O)(=O)N(CC(=O)NCc2cccnc2)C2CCCCC2)cc1OC	0	4	7	-1	2	1	0	0	-2
36	Cc1c(-c2ccccc2)nc2ccccc2c1C(=O)Nc1ccncc1	-1	-1	-5	-4	-4	-5	1	6	2

Further compounds.
cpd	SMILES	PAD4 inh	Fam108B counter	LYPLA1 inh	PAFAH2 inh	PME-1 inh	GSTO1 counter	PAFAH1B2 FP inh	PAFAH1B3 inh	pPAFAH inh
37	O=C(O)/C=C\C(=O)Nc1ccc(N2CCN(c3ccc(F)cc3)CC2)cc1	24*	4	-1	5	7	58*	0	12	18
38	O=C(CSc1ccc(-c2cccs2)nn1)Nc1ccccc1F	0	-4	3	4	2	6	-1	3	7
39	CC1CCCCN1C(=O)Cc1ccc(F)cc1 (centres undefined)	-4	0	-1	-12	-2	8	0	-4	1
40	COc1ccccc1CN(C)C(=O)c1cccc(S(=O)(=O)N2CCCc3ccccc32)c1	1	x	-3	-2	9	x	-2	-1	4
41	CC(=O)c1c(N)c(C#N)c(C)n1-c1ccc(Br)cc1	-1	-1	-1	0	3	6	-3	6	1
42	Oc1ccc(C=NC2CCCCC2)cc1	1	2	3	3	0	1	0	0	4
43	O=C(NCC1CCCO1)c1cc(-c2ccccc2)nc2ccccc12 (centres undefined)	-3	1	-1	-3	0	-6	-3	4	4
44	CCN1CCN(c2ncc(C(=O)Nc3ccccc3C(=O)OC)c3ccccc23)CC1	1	-1	0	12	2	1	3	7	2
45	Cn1c(SCC(=O)C(C)(C)C)nnc1-c1cccnc1	1	-3	-3	-1	-1	7	1	-5	3
46	O=C(O)CCN1C(=O)c2ccc(NC(=O)COc3ccccc3)cc2C1=O	-7	1	-2	3	0	4	1	-9	-3
47	CC[C@]12c3[nH]c4cc(CCC(=O)N(C)C)ccc4c3CCN1C(=O)[C@@H](CC(=O)NCCCOC)C[C@@H]2C(=O)N1CCN(C(=O)C2CC2)CC1	0	x	x	-5	x	x	3	3	-4
48	COC(=O)[C@@]1(C)[C@H]2C(=O)N(Cc3ccccc3)C(=O)[C@H]2[C@H]2CN=C(SCc3ccc(C#N)cc3)N21	-2	x	x	-3	x	x	18	3	-6

Further results
cpd	SMILES	PAD4 inh	Fam108B counter	LYPLA1 inh	PAFAH2 inh	PME-1 inh	GSTO1 counter	PAFAH1B2 FP inh	PAFAH1B3 inh	pPAFAH inh
49	Cc1ccc(C)c(N2CCN(C(=O)c3ccc4nc(-c5ccco5)c(-c5ccco5)nc4c3)CC2)c1	3	-2	-4	4	6	7	-5	7	31*
50	CCc1ccccc1N(CC(=O)NCCSCc1ccco1)S(C)(=O)=O	-1	0	-1	8	-7	-4	2	0	9
51	Cc1nc(C)c(C(=O)NNC(=O)c2ccc(Br)cc2)s1	-2	0	1	7	-3	1	0	2	2
52	CC(C)CCNC(=O)COc1cccc2c1OC(C)(C)C2	-2	-1	4	-1	4	-2	2	4	0
53	Cc1cc(OCC(=O)C(C)(C)C)c2c(-c3ccccc3)cc(=O)oc2c1	1	0	5	6	3	7	3	5	1
54	O=S(=O)(c1ccccc1)c1cnc2ccccc2c1	-6	0	-1	3	1	-5	11	9	2
55	CC(C)Sc1nnc(Cn2c(=O)sc3ccccc32)n1-c1ccccc1	-1	-2	4	1	-8	4	4	4	2
56	Cc1ccccc1OCCCN1CCCC1	3	-5	0	3	-4	3	8	10	-1
57	CN(CC1COc2ccccc2O1)C(=O)c1ccc(N(C)C)cc1 (centres undefined)	-5	2	4	6	7	-4	0	-2	7
58	Clc1cccc(Cl)c1C[n+]1cccc2ccccc21	1	-3	4	-1	-7	4	5	9	1
59	Cc1cccc(-c2nnc3sc(-c4ccccc4)nn23)c1	1	2	-3	7	-4	1	5	8	0
60	COc1ccc(-c2n[nH]c(=S)n2/N=C/c2cccn2C)cc1	-3	0	1	4	0	1	-1	4	4

The list goes on.
cpd	SMILES	PAD4 inh	Fam108B counter	LYPLA1 inh	PAFAH2 inh	PME-1 inh	GSTO1 counter	PAFAH1B2 FP inh	PAFAH1B3 inh	pPAFAH inh
61	CC(C)NCC(=O)NC12CC3CC(CC(C3)C1)C2	1	-3	-2	-3	4	-2	3	0	6
62	CCn1nc(C)c(/C=N/NC(=O)Cn2cncn2)c1C	-1	2	5	x	-1	2	x	x	-1
63	O=C(CN1CCN(S(=O)(=O)c2ccc(Br)cc2)CC1)Nc1ccc2c(c1)OCO2	3	1	-1	-5	1	15	21	12	2
64	Cn1ncc2c(NCc3ccccc3)nc(NCCCO)nc21	1	2	1	2	-3	-8	1	4	3
65	Cc1ccccc1NC(=O)c1ccc(COc2ccc3c(C)cc(=O)oc3c2)cc1	1	-9	0	-13	-14	-2	-2	-9	1
66	COC(=O)CCSCC(=O)N1N=C(c2ccc(OC)cc2)CC1c1cccc(OC)c1OC (centres undefined)	5	3	0	-3	-7	4	-5	2	1
67	Cc1ccc(-c2nc3nc4ccccc4nc3n2Cc2ccco2)cc1	1	-3	1	4	-8	-10	2	0	4
